GSIS activator: primary screen for activators of insulin secretion dependent on glucose, INS-1E cells, GLuc reporter luminescence | INS-1E GLuc reporter insulin secretion, 2-3 h | activation, % at 16.6 µM | actives 0.61% (n = 370,000);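 active = lowest replicate activation of at least 40%, so every replicate reaches that level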;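 also: 0% = median of neutral control wells and 100% = median of IBMX positive control wells; some compounds called inactive have numbers as strong as hits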
Cneo AK release: Cryptococcus neoformans lysis via adenylate kinase release; C. neoformans lysis, adenylate kinase release luminescence, 4 h; normalised: neutral wells 0, clomiphene wells 100; lysis activity, % at 15 µM; actives 0.2% (n = 360,000);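 active = mean lysis activity across replicates of at least 80%, whatever share of replicates individually reach that level; inactive = mean lysis activity below 80%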
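Test system: log-phase Cryptococcus neoformans yeast cells. Input: 5 × 10^6 yeast cells/mL. Medium: fresh YPD growth medium. Doses: single dose. Incubation: static 4 h at 37 °C with compound, 1 h detection. Measured by: luminescent adenylate kinase detection reagent. Read-out: signal increase indicating cell lysis. Benchmarks: Clomiphene.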
Statin myotox sup: protects C2C12 myotubes from simvastatin toxicity | AID 602340 | actives 0.78% (n = 330,000) | rescue of ATP level, % at 7.49 µM | ATP luminescence, 48 h; scaled: DMSO 0, geranylgeraniol control 100;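 active = mean ATP rescue above about 67%, or every replicate alone reaching that limit, limit read from the data, passing the limit was not always enough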;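 also: myotubes were challenged with 10 µM simvastatin during compound exposure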
PglD inh: PglD (C. jejuni) enzyme inhibition; purified PglD enzyme, DTNB colorimetric CoA detection; inhibition, % at 12.5 µM; actives 0.098% (n = 360,000); AID 602405; in the data active = inhibition above about 16%, passing the limit was not always enough; also: strong numbers were not always called active
PGC1a acetyl inh: modulators of PGC1a acetylation; inhibition, % at 15.6 µM; U2OS PGC1a acetylation, AlphaScreen anti-acetyl-lysine; with virally co-expressed GCN5 acetyltransferase; AID 651687; actives 0.17% (n = 350,000);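 active = every replicate shows inhibition of at least 40%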;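 also: 0% = neutral control wells and 100% = positive control wells; some results beyond the cut were filed as inactive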
ARNT TACC3 PPI: disrupts binding between human ARNT and TACC3; actives 0.66% (n = 390,000); AlphaScreen His-ARNT PAS-B/GST-TACC3 binding, luminescence; TACC3 fragment carries E629A point mutation; Q9Y6A5; inhibition, % at 9.99 µM;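 active = mean inhibition of replicates at least 50% and at least half of replicates each reaching 50%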;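 also: 0% = complete ARNT plus TACC3 wells and 100% = ARNT alone without TACC3; many hits fall short of the cut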
PAX8 inh HTS: PAX8 transcriptional activity inhibition; actives 1.2% (n = 360,000); RMG-I TPO-luciferase reporter, SteadyGlo, 24 h; inhibition, % at 12.6 µM;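 active = mean replicate inhibition at least 60% with every replicate also reaching 60%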;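 also: luciferase light reporting Pax8 driven TPO promoter activity; plate controls were median of neutral control wells for no effect and mitoxantrone controls for full effect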
LGR2 inh: Drosophila LGR2 receptor signaling inhibition. inhibition, % at 9.99 µM. AID 720647. HEK293 LGR2, CRE-luciferase, bursicon-stimulated, 4 h. actives 0.35% (n = 380,000);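 active = drop in luminescence signal, shown as inhibition above about 50% in the replicate tests, limit read from the data, passing the limit was not always enough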;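 also: agonist challenge used bursicon conditioned medium at about half maximal strength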
An asterisk follows results filed as active; · = no result given. Compounds as they come. Share with any hit: about 2.9%.

SMILES	GSIS activator	Cneo AK release	Statin myotox sup	PglD inh	PGC1a acetyl inh	ARNT TACC3 PPI	PAX8 inh HTS	LGR2 inh
O=C(Cc1cccc(F)c1)Nc1ccc2c(c1)CCC2	14.5	·	13.4	·	-2.0	-46.3	-57.5	-33.4
CC1CC(C)CN(CCCNC(=O)c2nn(C)c3c2CS(=O)(=O)c2ccccc2-3)C1 (stereo not given)	14.2	-0.2	-6.5	-3.5	-4.0	4.8	-27.1	13.8
CCOC(=O)N1CCN(S(=O)(=O)c2cccc3nonc23)CC1	17.6	-0.5	·	-2.5	·	2.8	·	·
O=C(CCN1C(=O)CSC1=O)Nc1ccc(Br)cc1	·	10.1	7.9	0.4	8.2	-4.6	6.1	·
Cc1nc([N+](=O)[O-])cn1CC(O)c1ccc(Cl)cc1 (stereo not given)	3.9	-0.3	·	0.6	4.4	-11.0	-7.1	9.4
Cc1cccc(NC(=O)CN2CCN(C(=O)c3cncn3-c3ccc(F)cc3)CC2)c1C	-1.4	-0.3	20.0	-3.1	0.3	5.8	5.6	18.4
Cc1cc(C)c2nc(NCc3ccccc3O)sc2c1	-24.1	-0.9	2.0	-2.2	-7.3	-22.2	-82.1	-44.7
Cc1ccc(S(=O)(=O)N2CCN(C(=O)c3cccs3)CC2)c(C)c1	-2.0	·	·	·	-3.2	3.4	13.3	13.1
C[C@@H]1CCCCO[C@H](CN(C)Cc2ccc(C(F)(F)F)cc2)[C@H](C)CN([C@H](C)CO)C(=O)c2cc(NC(=O)Nc3ccc(C(F)(F)F)cc3)ccc2O1	11.4	4.2	·	1.5	7.8	-14.2	-9.1	13.1
COc1ccc(NC(=O)CC2C(=O)N(C)C(=S)N2CCc2ccc(F)cc2)cc1 (stereo not given)	·	1.6	33.1	4.5	-5.3	·	-20.4	·
COc1ccc(NC(=O)NNC(=O)C(O)(c2ccccc2)c2ccccc2)cc1	-13.4	0.5	-0.5	-4.3	·	0.2	6.3	5.0
O=C(COc1nc2ccccc2nc1N1CCOCC1)NC1CCCCC1	7.7	·	-10.9	·	1.0	-2.9	-14.9	0.1
O=[N+]([O-])c1ccc(F)cc1F	13.3	0.6	8.3	-1.9	-7.0	·	·	-4.6
Cc1ccc(C)c(S(=O)(=O)N2CCN(CC(=O)N3CCc4ccccc4C3)CC2)c1	3.4	·	·	·	-4.2	-3.7	·	8.8
Cc1cc(-c2ccccc2)c2ccc(NC(=O)C(C)(C)C)nc2n1	-10.3	0.8	-51.2	-0.9	·	-23.8	14.0	18.8

Reformatted with values under each structure: entries from further up.
Second line of a record: GSIS activator, Cneo AK release, Statin myotox sup, PglD inh, PGC1a acetyl inh, ARNT TACC3 PPI, PAX8 inh HTS, LGR2 inh
Cc1cccc(NC(=O)CN2CCN(C(=O)c3cncn3-c3ccc(F)cc3)CC2)c1C
  -1.4, -0.3, 20.0, -3.1, 0.3, 5.8, 5.6, 18.4
Cc1cc(C)c2nc(NCc3ccccc3O)sc2c1
  -24.1, -0.9, 2.0, -2.2, -7.3, -22.2, -82.1, -44.7
Cc1ccc(S(=O)(=O)N2CCN(C(=O)c3cccs3)CC2)c(C)c1
  -2.0, ·, ·, ·, -3.2, 3.4, 13.3, 13.1
C[C@@H]1CCCCO[C@H](CN(C)Cc2ccc(C(F)(F)F)cc2)[C@H](C)CN([C@H](C)CO)C(=O)c2cc(NC(=O)Nc3ccc(C(F)(F)F)cc3)ccc2O1
  11.4, 4.2, ·, 1.5, 7.8, -14.2, -9.1, 13.1

Later entries.
SMILES	GSIS activator	Cneo AK release	Statin myotox sup	PglD inh	PGC1a acetyl inh	ARNT TACC3 PPI	PAX8 inh HTS	LGR2 inh
C[C@@H]1CN([C@H](C)CO)C(=O)Cc2cc(NS(=O)(=O)c3cn(C)cn3)ccc2O[C@@H]1CN(C)S(=O)(=O)c1ccccc1	12.1	7.3	-6.6	-0.4	2.0	-12.6	-4.5	0.8
CCOc1cc(/C=N/Nc2nc(-c3cccc(S(=O)(=O)N4CCCC4)c3)cs2)ccc1O	1.4	·	·	·	·	11.3	4.1	32.5
CCOC(=O)Cc1csc(NC(=O)Nc2ccc(Cl)cc2)n1	-27.3	·	·	·	·	-2.7	-3.1	2.4
CC1CCN(C(=O)COC(=O)c2ccc(Cl)nc2)CC1	4.4	-1.1	6.4	-4.4	·	·	-27.2	-16.5
Cc1ccc(S(=O)(=O)N[C@H]2CC[C@@H](CCNC(=O)Nc3ccc(Cl)cc3)O[C@H]2CO)cc1	-46.3	-3.4	-5.9	1.4	7.1	·	-8.7	-9.6
COc1cccc(-c2nnc(SCC(=O)Nc3cc(C)ccc3OC)n2N)c1	·	-2.8	1.6	0.9	11.4	-9.8	17.9	·
O=C(COc1ccc(/C=C2/NC(=O)NC2=O)cc1)Nc1ccc(F)cc1	23.3	0.9	5.8	5.2	·	-25.5	-11.5	5.0
O=c1[nH]c(SCc2cccc(Cl)c2)nc2c1CCCC2	-5.0	11.2	·	-1.6	9.4	-6.0	·	·
COC(=O)c1ccccc1NC(=O)Cn1cnc2c(cnn2-c2ccccc2)c1=O	32.0	4.5	·	3.2	0.2	2.1	·	16.1
Cc1ccc(S(=O)(=O)N(C)C[C@@H]2Oc3ccc(NS(=O)(=O)c4cn(C)cn4)cc3CC(=O)N([C@@H](C)CO)C[C@@H]2C)cc1	9.4	·	-1.4	·	1.1	·	-22.7	0.9
C[C@@H]1CN([C@@H](C)CO)C(=O)c2cccc(NS(=O)(=O)c3ccc(F)cc3)c2O[C@@H]1CN(C)Cc1ccc(C(=O)Nc2ccccc2N)cc1	-10.8	4.9	-44.7	12.3	-42.1	·	·	-3.8
COc1ccc(CNC(=O)[C@@H](NC(=O)C2CCN(S(=O)(=O)c3ccccc3)CC2)C(C)C)cc1	-1.8	2.8	38.3	5.1	0.7	-1.5	-5.6	9.5
CSc1cccc(NC(=O)c2ccc(CN3CCc4ccccc4C3)cc2)c1	-32.7	-1.2	-20.4	2.4	3.3	3.1	-1.2	-16.5
COC(=O)c1sc(NC(=O)c2c(F)cccc2F)c(C#N)c1C	-23.3	-3.0	1.3	4.3	0.8	1.0	4.4	-8.5
COc1cccc(-c2c(-c3cc(OC)cc(OC)c3)n(C)c3ccc(-c4ccc5[nH]ccc5c4)cc23)c1	-10.3	0.5	-19.7	3.8	8.4	-2.1	0.4	6.6
Cc1nn(-c2ccccc2)c2sc(C(=O)N3CCOCC3)cc12	·	-1.8	-23.0	-0.1	-0.2	3.7	·	·
C[C@@H]1CN([C@@H](C)CO)S(=O)(=O)c2ccc(C#Cc3cccc(F)c3)cc2O[C@@H]1CN(C)S(=O)(=O)c1cn(C)cn1	-10.5	-1.7	18.6	1.6	-7.5	-14.0	·	-1.2
C=CCSc1nnc(CNS(=O)(=O)c2ccc(C)cc2)n1C	5.6	-0.2	·	-4.2	6.2	-3.7	6.9	21.8
COc1ccc(-n2c(=S)[nH]c3cc(C(=O)NCCCN4CCOCC4)ccc3c2=O)cc1	1.5	1.2	47.1	-1.4	·	·	6.6	-3.6
O=S(=O)(NCCOc1ccccc1F)c1cccc(Br)c1	-9.6	·	-0.9	·	-3.6	·	9.8	-4.4
CS(=O)(=O)c1nc2ccccc2n1Cc1ccccc1	·	-1.2	9.2	4.2	19.2	-3.8	·	·
c1ccc(CNc2c(C3CCNCC3)nc3scc(-c4ccccc4)n23)cc1	-8.9	-0.9	-0.3	-6.1	7.0	·	10.9	-15.2
C=CCNS(=O)(=O)c1cccc(C(C)=O)c1	16.3	·	·	·	·	-4.7	-2.5	-0.8
CCCCn1nnc(NC(=O)Cc2ccc(Cl)cc2)n1	·	-0.5	·	12.3	-5.8	-6.2	·	·
CS(=O)(=O)N1CCC(C(=O)N2CCC(Cc3ccccc3)CC2)CC1	7.3	-1.2	23.0	-3.1	-10.8	-1.2	·	-20.4
CO[C@@H]1CN(C)C(=O)c2cc(NC(=O)Nc3cc(F)ccc3F)ccc2OC[C@H](C)N(C)C[C@H]1C	8.1	0.0	-17.0	-1.7	-7.5	8.6	·	3.1
CC1=C(C(=O)Nc2ccccc2C)C(c2ccc(C)o2)N2C(=O)CSC2=N1 (stereo not given)	-6.7	-4.6	78.4*	-3.4	7.9	1.1	·	13.2
CCOC(=O)CCN(C(=S)Nc1ccccc1)C1CCCCC1	15.3	2.1	2.8	1.1	-0.1	-0.2	·	-0.9
N#Cc1ccc(-c2ccc3c(c2)[C@@H]2[C@@H](CCN2C(=O)Cc2ccncc2)[C@@H](CO)N3)cc1	12.3	33.2	-24.6	3.7	16.1	18.8	-14.6	1.9
CN(C)c1ccc(P(=O)(OCc2ccccc2)C(O)c2ccc(Br)cc2)cc1 (stereo not given)	-1.1	-0.6	22.7	1.5	-1.5	-3.6	34.5	6.4
CNC[C@H]1Oc2ccc(N(C)C)cc2CC(=O)N([C@@H](C)CO)C[C@H]1C	15.3	-12.8	-41.6	-7.9	5.0	3.0	1.6	·
COc1ccc(NC(=O)C2CCN(c3nnnn3-c3ccccc3)CC2)cc1	·	-0.1	·	-4.3	12.0	1.4	·	·
Nn1c(SCC(=O)N2CCOCC2)nnc1-c1ccccc1Cl	-5.4	0.1	15.3	1.8	-2.2	0.0	·	·
NC(=O)COc1ccc2cc(-c3ccccc3)c(=O)oc2c1	9.7	-0.1	13.9	0.1	-2.8	9.3	-37.1	-23.0
CCn1cc(S(=O)(=O)N2CCN(c3ccc(Cl)cc3)CC2)cn1	-4.6	2.6	-2.8	3.6	·	-8.6	-1.9	-12.0
CC(C)N(Cc1ccccc1)C(=O)CN1C(=O)c2ccccc2C1=O	-2.6	-1.4	-0.1	-4.8	-9.8	-3.8	-13.5	-1.1
C[C@@H]1CCCCO[C@H](CN(C)S(=O)(=O)c2ccc(F)cc2)[C@H](C)CN([C@@H](C)CO)C(=O)c2cc(NS(C)(=O)=O)ccc2O1	-8.4	64.7	81.2*	3.2	3.3	-1.7	-18.2	12.2
COc1ccc2c3c(n(C)c2c1)[C@H](CO)NCC31CN(C(=O)c2cccc(F)c2)C1	12.2	·	·	·	21.0	·	2.1	5.0
COc1cccc(/C=N/n2c(CO)nc3ccccc32)c1OC	·	-1.4	6.5	4.1	·	13.8	-32.3	·
C[C@H](CO)N1C[C@H](C)[C@@H](CN(C)C(=O)Nc2ccc3c(c2)OCO3)Oc2ncc(-c3ccccc3)cc2C1=O	-26.9	-2.4	34.2	1.6	-8.7	4.3	-16.0	6.3
C[C@@H]1CN([C@H](C)CO)C(=O)c2cc(NC(=O)CCN3CCOCC3)ccc2O[C@H]1CN(C)C(=O)Nc1cccc2ccccc12	7.9	-1.7	38.5	-0.9	-7.0	·	25.7	-1.7
C[C@@H]1CN([C@H](C)CO)C(=O)c2cc(-c3ccccc3F)cnc2O[C@H]1CN(C)C(=O)c1cnccn1	3.2	-2.9	5.3	3.5	5.2	-6.5	-16.2	-6.2
COc1ccc(OC)c(CN2CCN(C(=O)CNC(=O)c3cc(C)cc(C)c3)CC2)c1	4.9	-0.1	-5.5	-3.2	0.6	-4.9	7.3	-6.0
CN(C(=O)COC(=O)c1cccc(F)c1)c1ccccc1	12.6	-0.4	-13.6	4.7	·	-5.6	14.1	6.2
CCc1ccc(NC(=S)N2CCN(c3cccc(C(F)(F)F)c3)CC2)cc1	·	0.7	-6.6	1.4	-32.2	-0.6	-20.4	·
COc1ccc(NC(=S)N(CCc2c(C)[nH]c3ccc(C)cc23)Cc2ccco2)cc1	·	-1.1	3.9	2.5	-35.9	1.0	-9.6	8.4
C[C@@H]1C(=O)OC[C@H]1NC(=O)OCc1ccccc1	11.4	0.5	-5.3	-3.8	-12.3	-5.8	8.5	-1.0
COc1cccc(CNC(=O)CCS(=O)(=O)Cc2ccc(C)cc2)c1	25.4	1.2	-0.9	-2.9	0.4	2.9	8.8	4.5
CN(C)c1cccc2c(/C=N/O)ccc(N(C)C)c12	-0.4	·	·	·	1.1	4.7	12.5	23.9
